Compound activity as filed in PubChem BioAssay.
SKKanGAS inh: S. pyogenes SKKanGAS growth inhibitors in kanamycin, primary screen, streptokinase expression inhibitor project, SKKanGAS strain, BacTiter-Glo luminescence | 6 h | inhibition, % at 7.5 µM | actives 1.3% (n = 300,000);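 active = mean replicate score, as percent of positive control median, at least 50; inconclusive = mean below 50 but one replicate at or above 50; inactive = mean and every replicate below 50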;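 also: strain carries kanamycin resistance gene driven by streptokinase promoter and grows in 40 µg/ml kanamycin; loss of luminescence reflects streptokinase promoter inhibition or plain growth inhibition; 0% = median of DMSO wells and 100% = positive control at its reference dose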
MrgX1 allo act: positive allosteric modulators of MrgX1, primary screen, HEK293 cells, Fluo-4 calcium flux | Mas-related G-protein coupled receptor member X1 (Homo sapiens), Q96LB2 | FDSS; hits give high values | B-score at 10 µM | actives 0.63% (n = 310,000) | AID 588675, 2011;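 active = plate-corrected calcium response at least 3 library SD above typical, normal starting fluorescence, not activating the receptor alone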;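 also: compound read alongside a low EC10 to EC30 dose of BAM8-22 agonist; peak minus trough fluorescence over baseline measured at the second addition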
TRPC6 act: mouse TRPC6 channel activators, primary screen, cell-based, HEK293, membrane potential dye; HEK293-TRPC6 membrane potential dye fluorescence; hits give high values; B-score at 10 µM; actives 0.13% (n = 310,000); AID 2550, 2010;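 active = B-score of the integrated fluorescence ratio above library mean plus 3 SD, and starting fluorescence ratio within library mean plus 5 SD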;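 also: higher score means more depolarization so channel activation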
Target sequence (Q61143 whole entry, looked up): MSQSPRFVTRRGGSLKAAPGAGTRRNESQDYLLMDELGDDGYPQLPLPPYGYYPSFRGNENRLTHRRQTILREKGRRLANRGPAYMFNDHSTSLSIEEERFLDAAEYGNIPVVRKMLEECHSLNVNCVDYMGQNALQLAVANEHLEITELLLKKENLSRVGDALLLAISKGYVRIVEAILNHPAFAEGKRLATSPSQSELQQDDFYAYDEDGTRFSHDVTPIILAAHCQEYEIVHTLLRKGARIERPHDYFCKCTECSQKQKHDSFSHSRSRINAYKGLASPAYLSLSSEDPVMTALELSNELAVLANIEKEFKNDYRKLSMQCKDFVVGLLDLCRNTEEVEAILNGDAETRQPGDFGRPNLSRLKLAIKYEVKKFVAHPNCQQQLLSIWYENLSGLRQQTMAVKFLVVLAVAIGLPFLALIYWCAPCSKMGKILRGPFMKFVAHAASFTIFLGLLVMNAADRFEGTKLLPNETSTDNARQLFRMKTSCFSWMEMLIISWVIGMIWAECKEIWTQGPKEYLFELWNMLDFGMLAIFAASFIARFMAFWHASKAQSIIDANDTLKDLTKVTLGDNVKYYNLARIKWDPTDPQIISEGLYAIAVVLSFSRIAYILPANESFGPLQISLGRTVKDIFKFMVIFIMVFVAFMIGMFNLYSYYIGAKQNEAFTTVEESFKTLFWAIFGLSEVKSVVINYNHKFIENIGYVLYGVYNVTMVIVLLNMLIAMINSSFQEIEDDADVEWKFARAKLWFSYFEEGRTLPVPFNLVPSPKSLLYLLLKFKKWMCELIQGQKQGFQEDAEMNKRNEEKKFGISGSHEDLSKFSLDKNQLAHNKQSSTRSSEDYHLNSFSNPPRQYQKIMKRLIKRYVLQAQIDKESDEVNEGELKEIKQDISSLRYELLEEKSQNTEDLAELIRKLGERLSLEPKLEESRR
RGS4 block: RGS4 inhibitors, primary screen, cell-based, HEK293 M3R inducible RGS4, calcium flux; Regulator of G-protein signaling 4 (Homo sapiens), P49798; Fluo-4 calcium flux; hits give high values; triggered by carbachol at its EC20; B-score at 10 µM; actives 0.45% (n = 310,000); AID 463165, 2010;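 active = B-score, a plate-corrected calcium signal, over three deviations above library mean, with baseline fluorescence within five deviations of library mean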;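 also: RGS4 expression induced by doxycycline in cells with stable M3 receptor; B-score is computed from the integrated fluorescence ratio over baseline after carbachol; higher B-score means a larger calcium signal and so more RGS4 inhibition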
Target sequence (P49798 whole entry, looked up): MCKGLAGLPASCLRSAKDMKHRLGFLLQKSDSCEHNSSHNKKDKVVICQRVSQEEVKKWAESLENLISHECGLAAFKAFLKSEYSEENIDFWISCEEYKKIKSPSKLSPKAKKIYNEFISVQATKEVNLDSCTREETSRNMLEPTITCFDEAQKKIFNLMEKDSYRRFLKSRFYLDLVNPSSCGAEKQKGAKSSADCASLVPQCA
RGS4 pot: RGS4 potentiators or activators, primary screen, cell-based, HEK293 M3R inducible RGS4, calcium flux. actives 0.92% (n = 310,000). carbachol calcium flux Fluo4; hits give low values. AID 463111, 2010. B-score at 10 µM;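 active = B-score of the integrated calcium signal more than 4 SD below the library mean, with starting fluorescence not abnormally high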;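 also: negative B-score means reduced calcium response which marks RGS4 activation or potentiation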
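Assay system: Inducible-RGS4 HEK293 cells carrying M3 receptor | Schedule: Compound preincubation 20 min at room temperature before agonist | Signal: Kinetic calcium fluorescence imaging with Fluo4-AM dye, 2 µM | Read-out basis: B score from integrated fluorescence ratio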
MrgX1 agonist: agonists of human MrgX1 receptor, primary screen, HEK293 cells, Fluo-4 calcium flux | actives 0.44% (n = 310,000) | Fluo-4 calcium fluorescence, agonist mode; hits give high values | B-score at 10 µM | AID 588627, 2011 | Mas-related G-protein coupled receptor member X1 (Homo sapiens), Q96LB2;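 active = calcium response B-score plate-corrected fluorescence ratio at least 3 library SD, with starting fluorescence B-score inside 5 SD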
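System: HEK293 cells stably expressing human MrgX1 receptor; Dosing: test compound in the initial addition of three; Schedule: overnight plating, then 30 min 37 °C plus 30 min room-temperature dye loading; Detection: kinetic calcium dye fluorescence, Fluo-4 NW; Controls: per-plate positive and negative controls for Z′ factor.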
TRPC6 inhibitor: mouse TRPC6 channel inhibitors, primary screen, cell-based, HEK293, membrane potential dye. Short transient receptor potential channel 6 (Mus musculus), Q61143. ACh-evoked depolarization; hits give low values. B-score at 10 µM. actives 1.1% (n = 310,000). AID 2553, 2010;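 active = B-score under library mean minus 3 SD, initial fluorescence not abnormally high, positive integrated signal ratio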;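 also: B-score derived from integrated fluorescence ratio over the kinetic read; more negative B-score means stronger inhibition of depolarization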
TRPC4 inh: inhibitors of mouse TRPC4 channel, primary screen, Fluo4 calcium, HEK293 TRPC4beta/mu-opioid cells | Short transient receptor potential channel 4 (Mus musculus), Q9QUQ5 | DAMGO-evoked Fluo4 calcium flux; hits give low values | B-score at 10 µM | actives 0.39% (n = 300,000) | AID 2247, 2010;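 active = B-score over 3 SD under the library average, no early fluorescence shift, positive overall ratio signal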
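System: stable TRPC4beta/mu-opioid receptor HEK293 cells; Dosing: single-point compound dosing; Measured by: Fluo4 Ca2+ flux fluorescence; Read-out basis: per-well B score of integrated baseline-normalized Fluo4 ratio.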
HIF act: HIF pathway transcriptional activators, primary screen, cell-based, U2OS HRE-luciferase, luminescence. U2OS HRE-luciferase reporter; normalized: DMSO 0%, desferrioxamine 100%. activation, % at 7.5 µM (by protocol). actives 0.32% (n = 300,000). AID 1910, 2009;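 active = mean activation of at least 10% of the iron chelator positive control signal, with at least half of replicates also reaching 10%; inconclusive = mean and replicate majority disagree about reaching 10%; inactive = mean and most replicates under 10%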
Platelet DG rel: inhibitors of platelet dense granule secretion, primary screen, cell-based, MLPCN, human platelets. human platelet-rich plasma, SFLLRN dense granule ATP release, luminescence. inhibition, %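 (compounds screened at 7.5 µM in platelet-rich plasma)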. actives 0.22% (n = 300,000). AID 1663, 2009;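 active = mean replicate score, as percent of positive control, at or above 50; inconclusive = mean below 50 but at least one replicate at or above 50; inactive = mean and every replicate below 50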
MrgX1 antag: antagonists of human MrgX1 receptor, primary screen, HEK293 cells, Fluo-4 calcium flux. Mas-related G-protein coupled receptor member X1 (Homo sapiens), Q96LB2. BAM8-22 antagonism; hits give low values. B-score at 10 µM. actives 1.3% (n = 310,000). AID 588676, 2011;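 active = calcium-response B-score plate-corrected more than 3 library SD below zero, starting fluorescence within 5 deviations, no agonist response on first addition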;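 also: peak minus trough fluorescence over baseline after final BAM8-22 challenge near maximal dose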
Numbers without * were called inactive; i = inactive; u = inconclusive; x = not tested or not shown. Outcome played no part in choosing rows; about 6.1% have a hit in one of these screens.

SMILES	SKKanGAS inh	MrgX1 allo act	TRPC6 act	RGS4 block	RGS4 pot	MrgX1 agonist	TRPC6 inhibitor	TRPC4 inh	HIF act	Platelet DG rel	MrgX1 antag
Cn1c(=O)oc2cc(S(=O)(=O)NCCC(=O)N3CC=C(c4ccccc4)CC3)ccc21	-1	i	i	i	i	i	i	i	0.5	-8	i
CCOC(=O)C(CCCOc1cccc(OC)c1)C(=O)OCC	-4	i	i	i	i	i	i	i	0.2	-6	i
Cc1onc(-c2c(F)cccc2Cl)c1C(=O)NCCCN1CCOCC1	-4	i	i	i	i	i	i	i	0.1	-2	i
CN(CC(=O)Nc1ccc(F)cc1)C(=O)c1ccncc1	-10	i	i	i	i	i	i	i	0.1	-8	i
COc1ccc(OC)c(N/C=C/C(=O)c2ccc(OC)c(OC)c2)c1	-4	i	i	i	i	i	i	i	-0.1	9	i
Fc1ccc2c(c1)C(c1ccncc1)=NNC(c1ccc(Cl)cc1)=N2	3	i	i	i	i	i	i	i	-0.1	7	i
COc1ccc(NC(=O)CCn2c(=S)[nH]c3ccccc3c2=O)cc1	-1	i	i	i	i	i	i	i	0.0	-17	i
Cc1nc2c(cnn2-c2ccc(Cl)cc2)c(=O)n1-c1ccc(N2CCC(C)CC2)cc1	3	x	i	i	i	x	i	i	0.2	-7	x

Next results
SMILES	SKKanGAS inh	MrgX1 allo act	TRPC6 act	RGS4 block	RGS4 pot	MrgX1 agonist	TRPC6 inhibitor	TRPC4 inh	HIF act	Platelet DG rel	MrgX1 antag
Cc1ccc(CNc2nc3ccc(C)cc3n3cnnc23)cc1	1	i	i	i	i	i	i	i	-0.2	-19	i
CN(Cc1ccccc1)C(=O)c1nn2cccnc2c1Cl	3	i	i	i	i	i	i	i	x	-2	i
Cc1cc(C(=O)CSc2n[nH]c(N)n2)c(C)n1-c1ccc(F)cc1	-4	i	i	i	i	i	i	i	1.6	-2	i
O=C(Nc1ccc(Cl)c(C(F)(F)F)c1)[C@@H]1CC=C[C@@H]2CCN(C3CCCCC3)C(=O)[C@@H]21	21	i	i	i	i	i	i	i	-0.6	0	i
CC(C)CCNC(=O)c1ccc(Cl)c(N)c1	2	i	i	i	i	i	i	i	3.3	-6	i
NC(=O)CSc1nc(-c2ccccc2Cl)ns1	-6	i	i	i	i	i	i	i	2.5	-2	i
Cc1ccc(NC(=O)COC(=O)c2cc(Cl)cc(Cl)c2)c(Br)c1	-5	i	i	i	i	i	i	i	0.0	-2	i
CCOCc1nnc(NC(=O)C2CCN(C(=O)C3CC(=O)N(c4ccc(C)cc4)C3)CC2)s1 (stereo not drawn)	4	i	i	i	i	i	i	i	0.7	3	i

Next section:
SMILES	SKKanGAS inh	MrgX1 allo act	TRPC6 act	RGS4 block	RGS4 pot	MrgX1 agonist	TRPC6 inhibitor	TRPC4 inh	HIF act	Platelet DG rel	MrgX1 antag
CCn1c(SCC(=O)NCc2ccc3c(c2)OCO3)nnc1-c1ccco1	1	i	i	i	i	i	i	i	0.0	2	i
N#CCC(=O)Nc1ccc(C(=O)OCC(=O)N(C2CCCCC2)C2CCCCC2)cc1	4	i	i	i	i	i	i	i	-0.3	0	i
Cc1ccc(-c2nc(C)sc2CC(=O)OCC(=O)Nc2ccc(F)c(Cl)c2)cc1	2	i	i	i	i	i	i	i	0.2	-2	i
O=C(Nc1nc2c(s1)CCCC2)c1ccc(Br)o1	-2	i	i	i	i	i	i	i	0.6	18	i
O=C1N[C@@H](Cc2cn(S(=O)(=O)c3ccc([N+](=O)[O-])cc3)c3ccccc23)C(=O)N[C@H]1Cc1ccccc1	2	i	i	i	i	i	i	i	-2.9	-1	i
O=C(c1cc[n+]([O-])cc1)N1CCc2c([nH]c3ccccc23)C1c1ccccc1Cl (stereo not drawn)	-3	i	i	i	i	i	i	i	0.8	-2	i
O=C(CCC1CCCC1)Nc1nnc(-c2ccc3c(c2)OCO3)s1	-1	i	i	i	i	i	i	i	0.5	18	i
CCC(C)NC(=O)[C@@H]1CCCN1C(=O)C1CCN(S(=O)(=O)c2ccc(C)cc2)CC1 (stereo partly drawn)	-1	i	i	i	i	i	i	i	-0.1	6	i

The results go on:
SMILES	SKKanGAS inh	MrgX1 allo act	TRPC6 act	RGS4 block	RGS4 pot	MrgX1 agonist	TRPC6 inhibitor	TRPC4 inh	HIF act	Platelet DG rel	MrgX1 antag
O=C(Nc1cccnc1)c1ccc(NC(=O)c2ccco2)cc1	-2	i	i	i	i	i	i	i	0.3	1	i
CCCn1c(SCC(=O)NCCc2ccccc2)nnc1C(C)C	1	i	i	i	i	i	i	i	-0.2	1	i
COc1ccc(NS(=O)(=O)c2ccc(C)c(C(=O)NNC(=O)c3ccccc3O)c2)cc1	39	i	i	i	i	i	i	i	0.1	7	i
COc1ccc(OC)c(CN2CCN(C(=O)c3cccc4ccccc34)CC2)c1	1	i	i	i	i	i	i	i	-0.1	19	i
O=C(C[n+]1cccc2ccccc21)c1ccc([N+](=O)[O-])cc1	-4	i	i	i	i	i	i	i	1.3	1	i
COc1ccc(OC)c(NC(=O)c2c(NC(=O)CNCc3ccco3)sc3c2CCC3)c1	6	i	i	i	i	i	i	i	-0.3	11	i
COC(=O)c1ccc(=O)n(-c2ccc(OC)cc2)c1	10	i	i	i	i	i	i	i	-0.1	u	i
O=C(CNC(=O)c1cccs1)N/N=C/c1ccco1	1	i	i	i	i	i	i	i	1.1	0	i

The list continues.
SMILES	SKKanGAS inh	MrgX1 allo act	TRPC6 act	RGS4 block	RGS4 pot	MrgX1 agonist	TRPC6 inhibitor	TRPC4 inh	HIF act	Platelet DG rel	MrgX1 antag
CCOc1ccc(C(=O)NC2CCN(CC(=O)NCc3cccs3)CC2)cc1	-3	i	i	i	i	i	i	i	0.0	-3	i
COc1ccc(C2C(C(C)=O)=C(O)C(=O)N2c2nccs2)cc1 (stereo not drawn)	3	i	i	i	i	i	i	i	0.1	0	i
CCCCC(c1nnnn1CC1CCCO1)N1CCN(c2nc3ccccc3s2)CC1 (stereo not drawn)	x	x	i	i	i	x	i	i	x	x	x
NC(=O)CSC1=Nc2ccccc2C2=NC(CCC(=O)NCc3ccc(F)cc3)C(=O)N12 (stereo not drawn)	-5	i	i	i	i	i	i	i	-0.3	-7	i
COc1ccc(N2CCN(C(=O)COC(=O)COc3cc(C)cc(C)c3)CC2)cc1	-6	i	i	i	i	i	i	i	2.0	0	i
COc1ccc(OC)c(N(CC(=O)NCc2ccccn2)S(C)(=O)=O)c1	-1	i	i	i	i	i	i	i	-0.5	0	i
Cc1cnc(C(=O)Nc2ccc(C)c(S(=O)(=O)N(C)C)c2)cn1	-1	i	i	i	i	i	i	i	0.5	-17	i
Cc1nn(CCCC(=O)NCCCN2CCN(C)CC2)c(=O)c2c1sc1ccccc12	0	i	i	i	i	i	i	i	-0.4	-2	i

Carrying on:
SMILES	SKKanGAS inh	MrgX1 allo act	TRPC6 act	RGS4 block	RGS4 pot	MrgX1 agonist	TRPC6 inhibitor	TRPC4 inh	HIF act	Platelet DG rel	MrgX1 antag
COc1ccccc1CNC(=O)C1(NC(=O)Nc2ccc(C)cc2)CCCCC1	3	i	i	i	i	i	i	i	0.1	-5	i
O=C(CN1CCN(C(=O)c2ccccc2F)CC1)Nc1ccc(Br)cc1	-1	i	i	i	i	i	i	i	-0.4	-24	i
COc1cc2[nH]c(C(=O)N3CCc4ccccc43)cc2c(OC)c1OC	4	i	i	i	i	i	i	i	2.5	18	i
Cc1ccc(NC(=O)NN2CCN(C)CC2)cc1C	10	i	i	i	i	i	i	i	0.2	4	i
CCCC[n+]1c2ccccc2cc2ccccc21	-10	i	i	i	i	32*	-6.3*	-5*	-24	-8	i
C=CCSc1nnc2nc3c(nn12)c1cc(C)ccc1n3CC=C	-1	i	i	i	i	i	i	i	-0.4	-2	i
Cc1cc(=O)n2c(n1)NC(=NCc1ccccc1)NC2c1ccccc1 (stereo not drawn)	-3	i	i	i	i	i	i	i	0.2	1	i
COc1ccc(CNc2nc3nc(C)c(Cl)c(=O)n3[nH]2)cc1	1	i	i	i	i	i	i	i	-1.4	-3	i

Next part
SMILES	SKKanGAS inh	MrgX1 allo act	TRPC6 act	RGS4 block	RGS4 pot	MrgX1 agonist	TRPC6 inhibitor	TRPC4 inh	HIF act	Platelet DG rel	MrgX1 antag
O=S(=O)(Nc1cccc2cn[nH]c12)c1ccc(F)cc1	-4	i	i	i	i	i	i	i	-0.8	-19	i
CSc1ccccc1NC(=O)c1onc(C)c1Cl	-2	i	i	i	i	i	i	i	0.5	-40	i
CCCC(=O)c1ccc(N2CCOCC2)c(F)c1	-4	i	i	i	i	i	i	i	1.6	-11	i
Cc1ccc(S(=O)(=O)c2cc3c(=O)n4cccc(C)c4nc3n(C3CCCCC3)c2=N)cc1	9	i	i	i	i	i	i	i	0.0	-18	i
O=C(NC1CCCC1)c1ccc(Cn2c(=O)[nH]c3ccsc3c2=O)cc1	-3	i	i	i	i	i	i	i	-0.1	-3	i
CCOC(=O)N1CCN(C(=O)CNC(=O)c2nn(-c3ccc(OC)c(OC)c3)c(=O)c3ccccc23)CC1	0	i	i	i	i	i	i	i	-0.3	13	i
Nc1nc(NC(=O)CCC(=O)O)nn1-c1ccccc1	9	i	i	i	i	i	i	i	0.0	3	i
COc1cc(/C=N/NC(=S)NCC2CCCO2)cc(OC)c1OC (stereo not drawn)	10	i	i	i	i	i	i	i	-0.4	0	i
